Assay outcomes (PubChem)
STAT3 inh: reduces IL-6 driven STAT3 reporter signal; U3A cells, IL-6 STAT3-luciferase reporter, luminescence; host cell line lacks STAT1; inhibition, % at 5.5 µM; 190,000 compounds, 0.89% hits; AID 862;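 active = inhibition above the mean inhibition across all screened compounds plus 3 SD, cut at about 44% in these data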;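 also: 0% = DMSO only wells and 100% = 100 µM nifuroxazide control wells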
G6PDH counter: counter-screen for G6PDH assay hits: L. mesenteroides G6PDH inhibition; Purified L. mesenteroides G6PDH, diaphorase/resazurin coupled fluorescence, 45 min; inhibition, % at 5 µM; 200,000 compounds, 0.12% hits; AID 1020; in the data active = inhibition above about 50%
Diaphorase act: diaphorase activation or chemical reduction counter-screen. AID 1229. 190,000 compounds, 0.005% hits. activation factor at 20 µM. Diaphorase/resazurin coupled assay, resorufin fluorescence, 16 min; active compounds read high; 1 = vehicle wells, 0 = NADH-free wells;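 active = diaphorase activity raised at least twofold by the compound at 20 µM; inactive = activation factor below 2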
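Material: purified diaphorase enzyme from Clostridium kluyveri; Also added: 0.114 mM NADH and 0.1 mM resazurin, final amounts; Doses: single compound dose of 20 µM, 1% DMSO final; Times: 16 min enzyme reaction, ambient temperature; Detection: resorufin fluorescence, excitation 544 nm, emission 590 nm; Measure: increased resorufin signal from activators or reducing compounds.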
STAT1 activator: increases IFN-gamma driven STAT1 reporter signal; NIH 3T3 STAT1-luciferase reporter, luminescence; 100% = IFN-gamma alone, no compound; activation (% of control), % at 5.5 µM; 200,000 compounds, 2.6% hits;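 active = activation above the screen-wide mean activation plus 3 SD, cut at about 130% in these data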;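 also: raw ratio to IFN-gamma control signal so 100% means no change and 0% no light; values of inactives mirror those of a sister screen read the other way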
Hsp70 activator: Hsp70 transcriptional activation, primary screen; activation, % at 10 µM; HeLa Hsp70 promoter luciferase reporter, luminescence; scaled: vehicle 0, proteasome-inhibitor control 100%; 200,000 compounds, 0.04% hits;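 active = activation above the mean across all tested compounds plus 3 SD, cutoff set per campaign, cut at about 5.5% in these data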;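 also: 100% = MG132 at 30 µM as the positive control and 0% = DMSO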
APP 5UTR inh: APP translation inhibition. SH-SY5Y APP 5'UTR-luciferase reporter, luminescence. inhibition, % at 2 µM. 190,000 compounds, 0.82% hits;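 active = inhibition above a set limit, derived from the sample mean plus 3 SD, cut at about 45% in these data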; also: values of inactives mirror those of a sister screen read the other way
TLR4 MyD88 comp: inhibitors of human TLR4-MyD88 binding; O00206+Q99836; HeLa CL3-4 TLR4/MyD88 BLA complementation, FRET ratio; inhibition, % at 8.4 µM; 200,000 compounds, 0.18% hits; AID 861; in the data active = inhibition above about 25%;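 also: 0% = vehicle and 100% = reference inhibitor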
Target sequence (O00206 whole entry, looked up): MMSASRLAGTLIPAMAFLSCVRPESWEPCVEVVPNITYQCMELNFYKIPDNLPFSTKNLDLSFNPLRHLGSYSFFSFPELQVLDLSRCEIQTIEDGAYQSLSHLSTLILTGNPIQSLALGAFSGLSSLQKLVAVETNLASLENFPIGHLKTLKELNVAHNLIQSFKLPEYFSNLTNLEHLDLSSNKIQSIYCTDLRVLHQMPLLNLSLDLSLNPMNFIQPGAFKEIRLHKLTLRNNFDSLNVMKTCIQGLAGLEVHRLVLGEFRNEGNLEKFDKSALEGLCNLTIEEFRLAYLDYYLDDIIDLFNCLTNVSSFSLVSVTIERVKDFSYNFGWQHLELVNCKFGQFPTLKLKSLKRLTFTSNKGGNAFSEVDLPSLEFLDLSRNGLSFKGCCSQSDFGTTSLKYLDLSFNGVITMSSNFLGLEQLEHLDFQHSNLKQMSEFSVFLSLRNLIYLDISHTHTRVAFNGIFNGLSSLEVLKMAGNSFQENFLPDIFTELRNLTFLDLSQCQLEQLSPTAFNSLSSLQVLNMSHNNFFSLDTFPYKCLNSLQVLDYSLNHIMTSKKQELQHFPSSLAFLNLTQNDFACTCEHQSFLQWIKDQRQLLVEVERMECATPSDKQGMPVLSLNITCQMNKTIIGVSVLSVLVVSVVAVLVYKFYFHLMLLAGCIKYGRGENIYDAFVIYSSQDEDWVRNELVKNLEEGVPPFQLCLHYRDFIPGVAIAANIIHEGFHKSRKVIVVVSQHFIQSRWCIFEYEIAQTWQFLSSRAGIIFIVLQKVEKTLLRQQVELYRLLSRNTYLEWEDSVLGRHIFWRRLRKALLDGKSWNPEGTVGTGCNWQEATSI
Target sequence (Q99836 whole entry, looked up): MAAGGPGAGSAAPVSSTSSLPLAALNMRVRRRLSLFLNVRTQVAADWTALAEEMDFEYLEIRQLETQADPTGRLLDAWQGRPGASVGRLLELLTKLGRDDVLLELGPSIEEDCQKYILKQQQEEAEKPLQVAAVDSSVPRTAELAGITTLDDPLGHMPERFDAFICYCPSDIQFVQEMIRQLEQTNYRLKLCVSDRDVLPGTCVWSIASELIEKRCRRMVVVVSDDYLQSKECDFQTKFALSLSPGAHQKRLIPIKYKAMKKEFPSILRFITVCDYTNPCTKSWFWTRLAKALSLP
STAT3 act: increases IL-6 driven STAT3 reporter signal; U3A cells, IL-6 STAT3-luciferase reporter, luminescence; 100% = signal with IL-6 EC80 alone; activation (% of control), % at 5.6 µM; 190,000 compounds, 0.91% hits;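 active = activation above the screen-wide mean of compound activation plus 3 SD, cut at about 130% in these data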;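 also: 0% = background luminescence of wells with medium and substrate only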
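system = STAT3-luciferase reporter U3A cells | reagent = IL-6 stimulus at 33 ng/mL final | timing = 1 h compound pre-exposure, 6 h IL-6 stimulation, 37 °C | measured by = luminescence | evaluation = % activation versus median of IL-6-stimulated wells | control set = IL-6-only wells as 100% reference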
STAT1 inh: inhibitors of IFN-gamma induced STAT1 signaling; NIH 3T3 STAT1-luciferase reporter, luminescence; inhibition, % at 5.5 µM; 200,000 compounds, 0.35% hits;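 active = inhibition above a set limit, the mean inhibition across all tested compounds plus 3 SD, cut at about 34% in these data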;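 also: 0% = IFN-gamma with DMSO and 100% = IFN-gamma with 300 µM nifuroxazide; values of inactives mirror those of a sister screen read the other way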
Diaphorase inh: inhibits diaphorase or chemically oxidizes, flagging diaphorase assay artifacts. diaphorase resazurin-to-resorufin fluorescence, NADH, 16 min; bacterial (C. kluyveri) enzyme, not human. inhibition, % at 20 µM. 190,000 compounds, 0.69% hits. AID 1217;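 active = primary screen inhibition at 20 µM above a set limit, cut at about 50% in these data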;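 also: plate controls were DMSO with full reaction for no effect and wells lacking NADH for full effect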
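Test system: diaphorase enzyme from Clostridium kluyveri; amount: diaphorase at 0.14 U/mL in enzyme working solution; detection: fluorescence of resorufin formed from resazurin, Ex 544/Em 590 nm; times: reaction incubation of 16 min at room temperature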
* hit, by the source's call; & = joins results of further samples.

nr	compound	STAT3 inh	G6PDH counter	Diaphorase act	STAT1 activator	Hsp70 activator	APP 5UTR inh	TLR4 MyD88 comp	STAT3 act	STAT1 inh	Diaphorase inh
1	CCOC(=O)c1cnn(-c2nc(SC)nc3sc4c(c23)CCCC4)c1N	13	-4	0.8	103	0.0	13	-4	90	0	25
2	CCCCCCc1nc2ccccc2c(=O)n1NC(=O)c1c(O)c2c(n(CC(C)C)c1=O)CCCC2	8	7	1	95	-0.4	-13	-5	96	5	-3
3	Cc1occc1-c1nnc(SCC(=O)Nc2ccccc2)n1CCc1ccccc1	-4	-13	0.8	103	-0.1	8	-7	106	-4	18
4	CCN(CC)c1ccc(C=C2C(=O)OC(c3ccccc3)OC2=O)cc1 (configuration not stated)	18	7	0.9	104	0.0	6	5	94	-5	12
5	O=C1CCCC/C1=C/NCc1ccccc1	4	12	0.9	108	0.6	12	4	100	-10	13
6	CCOC(=O)c1oc2ccc(Br)cc2c1CSc1nnc(C)s1	0	5	0.9	93	-0.1	-4	10	102	8	13
7	COc1cc(C)ccc1NC(=O)c1ccc(S(=O)(=O)N2CCOCC2)cc1	15	8	0.9	102	-0.4	3	7	95	-2	12
8	COc1ccc(NC(=S)Nc2cccc(S(=O)(=O)N3CCCCC3)c2)cc1	-10	-2	0.9	106	-0.4	-4	-4	108	-7	8
9	CCCCCOCC(O)CCC(=O)NN (configuration not stated)	12	9	1	98	-0.5	7	-4	96	2	5
10	COc1cccc(/C=N/Nc2nn3cnnc3c3ccccc23)c1	32	8	0.9	91	-0.2	8	7	78	10	11
11	COc1cc(NC(C)=O)c2ncccc2c1[N+](=O)[O-]	7	16	0.4	104	-0.2	8	-3	98	-5	61*
12	CN1CCc2nc(NC(=O)COc3ccc(C#N)cc3)sc2C1	6	0	1.1	93	-0.4	-10	0	97	6	-13
13	CCC(C)C(NC=C1C(=O)OC(C)(C)OC1=O)C(=O)O (configuration not stated)	7	5	0.9	101	-0.2	10	-4	99	-1	14
14	CCC1(CC)C(=O)NC(=O)NC1=Nc1ccccc1	-13	10	1	106	-0.1	-3	-10	111	-7	2
15	Cc1cc2ncc(S(C)(=O)=O)c(N)n2n1	-7	10	1	100	0.0	2	3	107	-1	2
16	CC(C)c1onc(C(=O)Nc2cccnc2Cl)c1[N+](=O)[O-]	12	5	0.8	96	-0.1	-17	0	100	3	16
17	O=C(CSc1nc2ccccc2o1)NC(=O)NCc1ccco1	3	16	1	98	0.0	16	-5	97	2	-3
18	Cc1ccc(OCC(=O)N(Cc2ccccc2)C2CCS(=O)(=O)C2)c([N+](=O)[O-])n1 (configuration not stated)	-6	-5	1	97	-0.4	23	11	104	3	3
19	O=C(CSc1nnc(-c2ccncc2)n1CCc1ccccc1)NCc1ccccc1	1	-2	0.9	93	-0.1	-15	-7	101	3	12
20	Cn1c(SCc2ccccc2Cl)nc2ccccc21	-1	2	0.8	141*	-0.2	-114	-10	101	-45	18
21	O=C1CCC(C(=O)Nc2cccc(C(F)(F)F)c2)N1 (configuration not stated)	10	-4	0.8	103	0.3	-4	7	98	-4	16
22	O=C(/C=C/c1ccc(Br)cc1)c1ccc(NC2=NCCCS2)cc1	2	4	1.1	93	0.0	15	-16	96	7	-6
23	Cc1c(C#N)c2ncnc(-c3ccccc3)c2n1-c1ccccc1	7	-1	0.9	100	-0.3	9	-6	98	0	8
24	CCOc1ccccc1OCC(=O)Nc1ccc(S(=O)(=O)Nc2ncccn2)cc1	-7	0	0.9	108	-0.3	-8	-1	108	-7	5
25	Cc1c(Cl)c([N+](=O)[O-])nn1Cc1ccc(C(=O)N/N=C\c2ccccn2)o1	-14	13	0.9	87	0.0	-4	0	112	14	14
26	CSc1cccc(NC(=O)CCC(=O)O)c1	0	0	0.9	99	-0.2	-5	-2	103	2	7
27	CCN1C(=O)/C(=C/c2cccs2)N(C)C1=S	6	-1	1	101	0.1	14	0	97	-1	5
28	CS(=O)(=O)c1ccccc1COC(=O)Nc1ccc(Cl)cc1	9	4	0.9	107	-0.2	-27	-6	96	-7	11
29	O=C1NC2(CCCCC2)C(=O)N1/N=C/c1ccccc1Br	1	8	0.9	131*	0.3	-6	-7	107	-32	11
30	COc1ccc(CN(C)C(C)C(=O)NC2CCCc3ccccc32)cc1 (configuration not stated)	4	2	1.1	95	0.6	-10	-6	101	7	-9
31	O=C(CNC(=O)Cc1ccccc1)N=Nc1c(O)n(Cc2ccc3c(c2)OCO3)c2ccccc12	-9	-26	0.9	104	-0.4	-4	-4	108	-5	14
32	O=C(Nc1ccccc1N1CCOCC1)C1CCN(S(=O)(=O)c2cccc(C(F)(F)F)c2)CC1	9	1	0.9	95	-0.4	-7	-4	95	6	11
33	COC(=O)CSc1ccc(S(=O)(=O)N2CCOCC2)cc1[N+](=O)[O-]	5	4	0.9	97	-0.3	-13	2	93	3	13
34	CC(C)C(=O)Nc1nnc(SCC(=O)NC2CC2)s1	12	-1	0.9	108	-0.3	3	-6	91	-8	14
35	COc1ccc(C)cc1N(C(=O)c1ccccc1)c1nc2ccccc2s1	-27	-6	0.8	105	-0.2	4	8	127	-6	20
36	COc1ccc(OCC(=O)N2CCN(C(=O)c3cccs3)CC2)cc1	-3	8	1	94	-0.2	2	-11	107	7	-2
37	CCN(C(=O)c1ccnn1C)c1ccccc1	19	10	1	100	-0.2	2	8	87	0	4
38	COc1ccc(/C=N/N=C2/NC(=O)C(c3ccccc3)S2)c(OC)c1 (configuration not stated)	13	-33	1	95	-0.1	-7	0	96	6	-4
39	CCCCn1c(CCC)nc([N+](=O)[O-])c1Sc1ccc(Cl)cn1	9	-1	1	68	0.1	-25	-9	95	34*	-1
40	O=C(COC(=O)c1ccccc1C(=O)N1CCN(c2ccccc2)CC1)Nc1ccc(F)cc1	-13	10	0.9	95	-0.6	4	-4	110	4	12
41	COc1ccc(-c2cc(=O)n(-c3ccc([N+](=O)[O-])cc3)[nH]2)cc1	-18	8	0.9	106	-0.5	-25	4	111	-6	14
42	COc1cc(C(=O)Nc2ccc3c(c2)Cc2ccccc2-3)cc(OC)c1OC	2	5	1	109	-0.3	4	-4	101	-10	-3
43	COc1cccc(C(=O)/C=C/Nc2ccc(NC(C)=O)cc2)c1	1	-17	0.8	136*	-0.1	-60	-8	99	-41	21
44	COc1ccccc1N/C(=N/c1nc(C)cc(C)n1)NC(C)=O	8	2	1	97	-0.1	-9	-5	94	3	-3
45	Cc1ccc(S(=O)(=O)Nc2ccc(-c3nc4ccc(C)cc4s3)cc2)cc1	-4	-1	0.8	108	0.0	-3	-8	105	-9	20
46	COc1ccc2c(=O)c(C(=O)O)c(-c3ccc4c(c3)OCO4)n(C)c2c1	14	-1	0.9	100	-0.2	-9	3	92	0	11
47	CCOc1c(Cl)cc(C(=O)Nc2cccc(C(=O)O)c2)cc1Cl	18	9	0.8	120	-0.3	-100	8	88	-23	20
48	CCCCOc1ccc(C(=O)OC2CC(C)N(C)CC2C)cc1 (configuration not stated)	3	-8	0.9	100	0.0	-2	-4	100	0	11
49	CC(C)c1nc2ccccn2c1NC1CCCCC1	11	4	0.9	89	-0.5	3	-7	94	12	6
50	Cc1ccc(NC(=O)CCC(=O)N/N=C/c2cccs2)cc1C	-12	4	1	103	-0.2	-16	-3	111	-3	2

One compound at a time, as listed above. Values in the order: STAT3 inh	G6PDH counter	Diaphorase act	STAT1 activator	Hsp70 activator	APP 5UTR inh	TLR4 MyD88 comp	STAT3 act	STAT1 inh	Diaphorase inh
CSc1cccc(NC(=O)CCC(=O)O)c1 in the list: 0	0	0.9	99	-0.2	-5	-2	103	2	7
COc1ccccc1N/C(=N/c1nc(C)cc(C)n1)NC(C)=O in the list: 8	2	1	97	-0.1	-9	-5	94	3	-3

(cont.)
nr	compound	STAT3 inh	G6PDH counter	Diaphorase act	STAT1 activator	Hsp70 activator	APP 5UTR inh	TLR4 MyD88 comp	STAT3 act	STAT1 inh	Diaphorase inh
51	Cc1cccc(C)c1NC(=O)c1c(-c2ccccc2)noc1C	-1	5	0.9	102	-0.1	-1	9	107	-2	9
52	O=C(Nc1ccc2c(c1)OCCO2)C(c1ccc(F)cc1)N1CCCCC1 (configuration not stated)	0	3	0.8	108	-0.5	-19	13	105	-9	18
53	Cc1ccc(OCC(O)CN2CCN(c3ccccn3)CC2)c(C)c1 (configuration not stated)	12	10	0.8	95	-0.2	17	14	92	4	16
54	O=C(CN1CCN(Cc2ccccc2F)C1=O)NC1CCCC1	15	10	0.9	99	-0.1	-17	-4	96	1	10
55	Cc1ccc(C(=O)Nc2nc(=O)[nH]s2)cc1	10&11	10&-4	1.2&0.9	103&98	0.5&-0.2	-4&-12	0&-2	99&100	-3&1	-15&7
56	COc1ccc(CCNCC(O)c2ccccc2)cc1 (configuration not stated)	4	-1	1	94	0.0	-7	-2	101	8	-1
57	O=C(NC(=S)Nc1cccc(Cl)c1N1CCCCC1)c1ccc2c(c1)OCCO2	2	-16	0.8	102	-0.3	12	-1	98	-2	19
58	O=S(=O)(NCCc1cn2ccccc2n1)c1cccs1	8	2	0.8	114	0.1	-14	-1	100	-16	23
59	O=C(Cc1cccs1)Nc1ccc(-c2nnc(-c3ccco3)o2)cc1	9	-2	1.1	125	-0.2	-27	-32	95	-27	-8
60	O=C1CC(N2CCN(c3cccc(C(F)(F)F)c3)CC2)C(=O)N1c1ccccc1 (configuration not stated)	12	2	0.9	98	-0.4	2	13	93	2	7
61	CC1=NN(c2ccc(C(F)(F)F)cn2)C(=O)C1	-8	5	0.8	94	-0.3	9	-20	104	9	15
62	CCOC(=O)c1cc(CC)sc1NC(=O)C1CC1	0	7	0.8	90	0.1	-14	5	103	11	22
63	O=C(Cn1c(CO)nc2ccccc21)NCCc1ccccc1	-4	0	1	101	-0.3	-3	0	105	-2	-1
64	CC1CCC/C(=C(\C#N)c2nc(-c3cc4ccccc4oc3=O)cs2)C1 (configuration not stated)	-13	8	0.9	122	0.0	-148	3	111	-25	10
65	NNc1nc(NCc2ccccc2)nc(N2CCOCC2)n1	2	2	1	102	-0.6	-23	-1	99	7	5
66	COc1cc2c(cc1OC)C(c1cc3cc(OC)c(OC)cc3[nH]c1=O)N(C(=O)C1CC1)CC2 (configuration not stated)	4	3	1	100	-0.5	-14	-3	99	0	-1
67	Cc1ccc(CNC(=O)CSc2nc(N3CCCCC3)nc(N3CCCCC3)n2)cc1	5	-26	0.8	105	0.2	11	-6	101	-5	18
